MBNL1-CUG inh = inhibitors of human MBNL1 binding to CUG repeat RNA | Q9NR56 | TR-FRET MBNL1-His/biotin-(CUG)12 binding, 665/545 ratio | Potency, µM (doses to about 57.5 µM), for the others: at the top dose activity change, negative = inhibition, most hits filed as inhibitors | 0.036% of 280,000 active | AID 2675; active = well fitted inhibition curve with a large enough effect in the signal ratio, with a control signal flat, not every such curve was filed as active; inconclusive = small, poorly fitted or top-dose-only effect, or effect the other way, or a change in a side signal; inactive = no such curve, though single readings can be large or run the other way; the % refers to the signal ratio; note: % is set by controls: 0 for no effect and ±100 for the full control effect
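Ratiometric TR-FRET (665 over 545 nm, excitation 340 nm) tracks disruption of MBNL1-His/biotin-(CUG)12 complex after 60 min at room temperature, with compounds at 92 nM to 58 uM final.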
p53 reactivation = restores transcriptional activity of mutant p53; H1299 p53-A138V BP100-luciferase reporter, luminescence, 24 h; Potency, µM (top dose mostly 92.2 µM), for inactives: at the top dose activity change, positive = activation, most hits filed as activators; 0.063% of 320,000 active; note: % of control where 0% means no effect; nearly all actives have a fitted effect of over 45% in size
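H1299 (p53-null), stable ts p53-A138V + BP100-Luc; 1000 cells/well, Opti-MEM/10% FBS; cpd 4 pt, 1:5; 24 h, 37 deg C, 5% CO2; detection reagent 10 min RT; luminescence.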
Rab9 prom act = Rab9 promoter activation; Huh7 Rab9 promoter-luciferase reporter, luminescence, 24 h; Potency, µM (series often up to 9.22 µM), for the others: at the top dose activation, negative = inhibition, actives largely listed as activators; 2.8% of 320,000 active; AID 485297; note: % of control where 0% means no effect; nearly all actives have a fitted effect of over 60% in size
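Huh7 cells stably carrying a Rab9 promoter-luciferase reporter, 1500 cells per well in OP-MEM I with 10% FBS, treated with compound 24 hours at 37C. Luciferase activity read by luminescence after 10 minutes with Amplite reagent.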
RORgamma inh = ROR gamma (mouse) transcription inhibition. Potency, µM (highest dose often 53.6 µM), for the others: top-dose activity change, negative = inhibition, most hits filed as inhibitors. Drosophila S2 Gal4-RORgamma UAS-luciferase reporter, 20 h. 5.4% of 310,000 active; note: % is set by controls: 0 for no effect and ±100 for the full control effect; nearly all actives have a fitted effect of over 60% in size
Target sequence (P51450 whole entry, looked up, the tested form may be a part): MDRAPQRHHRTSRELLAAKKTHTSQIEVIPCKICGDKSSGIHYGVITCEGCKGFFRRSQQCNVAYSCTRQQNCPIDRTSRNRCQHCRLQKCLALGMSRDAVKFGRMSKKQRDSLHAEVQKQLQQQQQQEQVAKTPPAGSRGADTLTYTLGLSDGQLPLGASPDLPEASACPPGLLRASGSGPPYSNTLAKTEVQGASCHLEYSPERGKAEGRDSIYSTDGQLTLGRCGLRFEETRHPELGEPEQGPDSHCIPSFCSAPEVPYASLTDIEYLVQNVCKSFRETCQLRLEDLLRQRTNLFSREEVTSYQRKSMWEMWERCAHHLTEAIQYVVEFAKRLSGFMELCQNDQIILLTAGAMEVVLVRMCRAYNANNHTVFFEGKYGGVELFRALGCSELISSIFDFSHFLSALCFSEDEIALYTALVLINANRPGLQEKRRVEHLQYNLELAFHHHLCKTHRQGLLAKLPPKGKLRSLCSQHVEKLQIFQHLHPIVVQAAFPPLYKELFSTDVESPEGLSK
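In this cell-based reporter format, copper sulfate (700 uM final) drives Gal4–ROR gamma fusion expression from a metallothionein promoter in Drosophila Schneider cells; compounds preincubated 1 hr, reporter read after 20 hr at ambient temperature.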
NPC1 promoter act = activators of NPC1 promoter; Huh7 NPC1 promoter luciferase reporter, 24 h; Potency, µM (titrated, usually from 9.22 µM), for the others: top-dose activation, most hits filed as activators; 2.4% of 320,000 active;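 note: % of control where 0% means no effect; nearly all actives have a fitted effect of over 60% in size; reporter is driven by a mutant NPC1 promoter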
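NPC1 promoter–luciferase Huh7 cells; 24 h compound; luminescence.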
FLuc modulator = inhibits or activates purified firefly luciferase, miR-21 counter-screen; 6.9% of 360,000 active; Potency, µM (doses to about 57.5 µM), for inactives: at the top dose activity change, negative = inhibition, most hits filed as inhibitors; purified FLuc, Km substrates, luminescence inhibition; AID 588342; P08659;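 note: plate controls were vehicle for no effect and reference inhibitor for full effect; nearly all actives have a fitted effect of over 55% in size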
Target sequence (P08659 whole entry, looked up): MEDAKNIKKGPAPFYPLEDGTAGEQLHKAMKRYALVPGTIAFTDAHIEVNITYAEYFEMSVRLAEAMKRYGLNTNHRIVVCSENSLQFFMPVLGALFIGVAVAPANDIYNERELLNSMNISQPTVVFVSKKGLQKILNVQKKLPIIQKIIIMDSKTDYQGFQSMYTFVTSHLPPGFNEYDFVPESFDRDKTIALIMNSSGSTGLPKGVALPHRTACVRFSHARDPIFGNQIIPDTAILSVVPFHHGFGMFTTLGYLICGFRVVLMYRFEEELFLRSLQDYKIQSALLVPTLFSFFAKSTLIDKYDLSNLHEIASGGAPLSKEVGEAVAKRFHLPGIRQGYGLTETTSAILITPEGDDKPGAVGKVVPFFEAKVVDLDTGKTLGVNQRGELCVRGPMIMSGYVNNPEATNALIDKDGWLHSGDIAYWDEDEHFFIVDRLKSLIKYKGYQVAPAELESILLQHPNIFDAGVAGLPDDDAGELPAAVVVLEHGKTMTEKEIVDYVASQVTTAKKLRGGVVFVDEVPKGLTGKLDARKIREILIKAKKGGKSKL
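Purified P. pyralis luciferase (10nM final) with 10uM D-luciferin and 10uM ATP (Km levels) in 50mM Tris acetate pH 7.5, 10mM Mg acetate, 0.01% Tween-20, 0.05% BSA; qHTS 6-point titration, ~60 µM downward; luminescence read.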
ELG1 genotox = inducers of genotoxicity in HEK293T ELG1-luciferase cells. HEK293T ELG1-luciferase reporter, luminescence, 16 h. Potency, µM (doses to about 46 µM), for the others: at the highest dose activity change, positive = activation, actives largely listed as activators. 1.3% of 330,000 active; note: % of control where 0% means no effect; nearly all actives have a fitted effect of over 60% in size
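After overnight (16 hr) compound treatment at 37 °C, ELG1-luciferase HEK293T cells were lysed with ONE-Glo; luminescence quantified 30 min later at room temperature.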
Gal4-VP16 FLuc = inhibits Gal4-VP16 luciferase reporter, ROR gamma counter-screen; Drosophila S2 Gal4-VP16 UAS-luciferase, luminescence, 20 h; Potency, µM (top dose mostly 53.6 µM), for the others: top-dose activity, negative = inhibition, usual class: inhibitors; 3.5% of 310,000 active;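 note: Gal4-VP16 expression switched on by copper sulfate through the metallothionein promoter; % is set by controls: 0 for no effect and ±100 for the full control effect; nearly all actives have a fitted effect of over 50% in size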
uPA surface inh = cell surface uPA generation inhibition; cell surface uPA generation assay, qHTS; Potency, µM (titrated, usually from 38.3 µM), for inactives: top-dose activity change, negative = inhibition, usual class: inhibitors; 0.31% of 330,000 active; AID 540303; active = well fitted inhibition curve with a large enough effect; inconclusive = small, poorly fitted or top-dose-only effect; inactive = no such curve, though single readings can be large or run the other way; tested in mouse RAW 264.7 cells; note: % is set by controls: 0 for no effect and ±100 for the full control effect; nearly all actives have a fitted effect of over 55% in size
BRCA1 expr up = increases BRCA1 expression; MCF7-BRCA1-FFLuc reporter, luminescence, 48 h; response scale: scaled: vehicle 0%, 10 µM genistein 100%; Potency, µM (titrated, usually from 46.1 µM), for inactives: at the top dose activation, actives largely listed as activators; AID 624202; 1.1% of 380,000 active; note: nearly all actives have a fitted effect of over 80% in size; some results filed as inactive show a strong effect at the top dose
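MCF7 cells carrying a BRCA1-firefly luciferase reporter (2000 cells/well, phenol-red free MEM) were attached for 2 h at 37 °C, then given compounds for 48 h. Luminescence was read 15 min after luciferase reagent; activity normalized to genistein (10 microM) and DMSO.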
An asterisk follows results filed as active; ? = inconclusive; nt = not tested or not shown; [ ] = another dose, or the depositor's remark. Unless noted, calls come from the whole dose curve; as a rule, active = well fitted curve in the direction sought with a large enough effect; inconclusive = small, poorly fitted or top-dose-only effect, or another doubt; inactive = no such curve, though single readings can be large; an effect the other way counts as inactive or inconclusive. Potency is the fitted concentration of half-maximal effect.

Value order: FLuc modulator	NPC1 promoter act	BRCA1 expr up	uPA surface inh	Rab9 prom act	ELG1 genotox	RORgamma inh	Gal4-VP16 FLuc	MBNL1-CUG inh	p53 reactivation
NC(=O)/C(=N\O)c1ccccc1
    -2%	-7%	2%	-1%	2%	-4%	-1%	3%	7%	2%
N/C(=N\OC(=O)c1cnn(-c2ccccc2)c1C(F)(F)F)c1ccc(C(F)(F)F)cc1
    -10%	-2%	19%	3%	-1%	1%	19%	-24%	-4%	4%
CCN(C(=O)C12CC3CC(CC(C3)C1)C2)C1CCS(=O)(=O)C1 (stereo not given)
    3%	-4%	-8%	0%	-4%	1%	nt	nt	nt	-1%
COc1ccc(Cl)cc1NC(=O)CN(C)C(=O)CCSc1ccc(C)cc1
    19µM*	1%	-23%	2%	-8%	0%	nt	nt	nt	-6%
O=C1NC2(CCC3(CC2)OCCO3)NN1c1ccccc1
    1%	0%	-23%	3%	1%	12%	15%	-16%	-1%	8%
COc1cccc(OC)c1C(=O)Nc1nc2ccc([N+](=O)[O-])cc2s1
    ?	-2%	-38%	-1%	0%	0%	13%	12%	?	8%
Cc1oc(-c2ccc(Cl)cc2)nc1CS(=O)CC(=O)NCCCN1CCCC(C)C1 (stereo not given)
    1%	1%	-2%	0%	-5%	-1%	8%	-5%	-7%	14%
Cc1ccc(NC(=O)c2cc(-c3ccco3)on2)cc1
    2.1µM*	-1%	1%	nt	-1%	?	21%	-24%	24%	?
O=C(NNC(=O)c1ccc(Cl)cc1Cl)c1cnccn1
    ?	5%	22%	?	1%	-2%	?	?	6%	6%
O=C(NNS(=O)(=O)c1ccc(F)cc1)c1cc(Cl)ccc1O
    3%	1%	-35%	-29%	2%	-6%	-26%	4%	-16%	nt
COc1cc(NC(=O)c2nnn(Cc3ccc(SC)cc3)c2N)cc(OC)c1
    -13%	1%	26%	?	-2%	16%	27%	16%	0%	-1%
Cc1ccc(S(=O)(=O)NCC2CCC(C(=O)N3CCN(C)CC3)CC2)cc1 (stereo not given)
    5%	-2%	-16%	?	0%	1%	-15%	-6%	-6%	-5%
CCSc1nnc(N2C(=O)CC(c3ccsc3)C3=C2CC(C)(C)CC3=O)s1 (stereo not given)
    9%	-7%	8%	-15%	-2%	0%	7%	-6%	-8%	-6%
O=C(O)CCc1ccc(NCc2cccc(Oc3ccccc3)c2)cc1
    nt	nt	4%	-5%	nt	nt	?	-9%	nt	nt
Cc1oc(-c2ccccc2F)nc1CS(=O)CC(=O)NCc1cccs1 (stereo not given)
    -2%	-1%	-25%	8%	4%	0%	-7%	1%	0%	3%
CCOC(=O)N1CCN(C(=O)c2ccc(Oc3ccc([N+](=O)[O-])cc3)cc2)CC1
    -3%	-5%	-24%	-10%	-11%	-1%	12%	-29%	?	-2%
COc1ccc(OC)c(NC(=O)c2cc3sccc3n2C)c1
    12µM*	19%	-56%	nt	20%	1%	18%	27%	0%	2%
COc1ccc(/C=C/C(=O)O)cc1S(=O)(=O)NCc1ccccc1
    -3%	-6%	0%	-1%	-4%	-1%	7%	-3%	-8%	0%
COCCNC(=O)C(C(=O)c1ccc(F)cc1)n1cc(C)ccc1=O (stereo not given)
    1%	-1%	-3%	-11%	-1%	-1%	-17%	-2%	-4%	-2%
COc1ccc(Cn2c(=S)[nH]c3cc(C(=O)NCc4cccnc4)ccc3c2=O)cc1
    0%	2%	-22%	-1%	10%	14%	-13%	4%	0%	0%
CN1C(=O)N(CC(=O)Nc2sccc2C(N)=O)C(=O)C12CCCCC2
    -9%	-2%	-18%	-9%	-2%	-4%	nt	nt	nt	2%
CCOC(=O)c1c(S(=O)(=O)Nc2ccc(CN3CCC(C)CC3)cc2)c(C)n(C)c1C
    1%	16%	-1%	-4%	-5%	0%	-5%	-2%	-7%	3%
O=S(=O)(Nc1ncccn1)c1ccc(NC(=S)NCc2cccnc2)cc1
    0%	-5%	-2%	3%	2%	4%	18%	-3%	-9%	2%
Cn1c(SCC(N)=O)nnc1C1CCN(C(=O)NCc2ccccc2)CC1
    -2%	0%	-4%	-6%	0%	-2%	-3%	3%	-2%	2%
O=C(c1sc2ccccc2c1Cl)N(Cc1ccco1)C1CCS(=O)(=O)C1 (stereo not given)
    3%	-5%	-18%	nt	3%	-5%	17%	-7%	2%	-11%
CN1CCN(c2ccc(CNS(=O)(=O)c3ccc(Cl)cc3)cc2)CC1
    -3%	1%	0%	1%	-5%	-6%	2%	-9%	nt	0%
COc1cc(/C=C2\SC(=S)N(CC(=O)O)C2=O)ccc1OS(=O)(=O)c1ccc(C)cc1
    -16%	6%	-8%	-1%	-13%	1%	nt	nt	nt	4%
COc1cc2c(cc1NC(=O)CCCCCN1C(=O)CCC1=O)oc1ccccc12
    -14%	0%	-37%	nt	-12%	-7%	17%	3%	-12%	-10%
CCCC1=Nc2cc(C(=O)N3CCN(c4ccccn4)CC3)ccc2Sc2ccc(C)cc21
    3%	-6%	-24%	-15%	-2%	-1%[9.26 µM]	7%	4%	1%	7%
Cc1ccccc1C(=O)N1CCC(C(=O)OCC(=O)Nc2cccc([N+](=O)[O-])c2C)CC1
    1%	-1%	10%	1%	9%	2%	nt	nt	nt	11%
COc1ccc(NC(=S)N2CCC(C(O)(c3ccccc3)c3ccccc3)CC2)cc1
    1%	-4%	-17%	-9%	1%	-3%	?	?	nt	-5%
CCOc1cc(C(=O)NC(=S)Nc2ccc(Cl)c(C(=O)O)c2)cc(OCC)c1OCC
    -1%	-13%	4%	0%	1%	1%	-16%	11%	nt	0%
CCOC(=O)c1c(CN2CCN(CCO)CC2)n(-c2ccccc2)c2cc(Br)c(O)cc12
    4%	-1%	-41%	-9%	-8%	-1%	-9%	-11%	-1%	-6%
CCCCCCOc1ccc(/C=c2\s/c(=C(/C#N)C(=O)NCc3ccco3)n(-c3ccccc3)c2=O)cc1
    -2%	-6%	3%	3%	-8%	?	11%	-10%	nt	1%
CC(C)(C)c1cc(C(=O)NNC(=O)c2ccc(Cl)cc2)no1
    -1%	-5%	-4%	3%	0%	-1%	-20%	-18%	nt	-2%
CN(c1ccccn1)c1ncnc2[nH]ncc12
    -1%	7%	4%	1%	-11%	-2%	15%	?	-17%	-1%
O=C(CCS(=O)(=O)c1ccc(Br)cc1)NC1CCCC1
    1%	-1%	16%	nt	2%	-5%	3%	-1%	0%	2%
O=C(NCc1ccco1)c1ccc2snnc2c1
    1%	2%	-3%	-6%	5%	2%	-7%	0%	11%	0%
Cc1cc2nc(C)c(Cl)c(=O)n2[nH]1
    -18%	7%	43%	3%	-2%	4%	-22%	9%	?	-1%
CC(=O)C1=C(O)C(=O)N(Cc2cccnc2)C1c1ccc(O)cc1 (stereo not given)
    2%	1%	46%	2%	2%	2%	-5%	-13%	0%	0%
CC1CCN(S(=O)(=O)c2ccc(Cl)cc2)CC1
    0%	-1%	-29%	nt	7%	-6%	-3%	1%	3%	3%
O=C(Nc1cc(S(=O)(=O)N2CCOCC2)ccc1Cl)C(=O)c1c(-c2ccccc2)cc2ccccn12
    1%	2%	1%[1.84 µM]	6%	-2%	-7%	-29%	5%	16%	-7%
CCC1Sc2ccccc2N(CC(=O)NCc2ccc3c(c2)OCO3)C1=O (stereo not given)
    -10%	1%	-4%	7%	2%	-11%	23%	19%	4%	2%
Cc1cccc(NC(=O)CSc2nnc(CNC(=O)c3ccc(S(=O)(=O)N(C)C)cc3)n2-c2cccc(C)c2)c1
    5%	-3%	-35%	-1%	-1%	1%	?	-3%	nt	-8%
CCN1CCCC(Sc2nc3c([nH]2)c(=S)n(C)c(=O)n3C)C1 (stereo not given)
    4%	-3%	-40%	0%	1%	-3%	4µM*	6.3µM*	?	3%
CCCCCC(=O)N/N=C(\C)c1ccc(N2CCCCC2)cc1
    ?	3%	74%	8%	2%	15%	0%	?	-19%	?
O=C1NC(c2ccccc2)CCC1(Cl)Cl (stereo not given)
    1%	-2%	15%	-2%	1%	-2%	-3%	-13%	-15%	-14%
COCCCNC(=O)CN(c1cccc(Cl)c1)S(C)(=O)=O
    2%	0%	10%	2%	-3%	0%	2%	1%	1%	3%
O=C(CN1CCN(C(=O)c2cccs2)CC1)Nc1ccc(Br)cc1
    -2%	-1%	-16%	-3%	-2%	-2%	-27%	-4%	6%	-10%
COc1ccc([C@H]2CC(=O)C=C(c3ccc(Oc4ccccc4)cc3)C2)cc1OC
    -1%	-5%	-46%	-2%	-12%	1%	nt	nt	nt	3%
O=C(NC12CC3CC(CC(C3)C1)C2)c1ccc(-c2ccc(Cl)cc2)o1
    ?	?	?	-7%	3.2µM*	?	19%	-13%	4%	?
CC(=O)Nc1cccc(Oc2ccc3c(c2)C(=O)NC3=O)c1
    11µM*	19%	28%	-6%	21%	?	-32%	-16%	?	nt
Cc1c([N+](=O)[O-])cc(S(=O)(=O)Nc2ccc(-c3ccc(N4CCCC4)nn3)cc2)cc1[N+](=O)[O-]
    19µM*	-2%	13%	5%	9%	3%	nt	nt	nt	23%
C=Cn1cc[n+](CC(=O)c2ccc(Br)s2)c1
    0%	2%	18%	1%	-4%	-1%	8%	-5%	25%	-65%[inhibitor]
CCOc1ccccc1NS(=O)(=O)c1ccc2[nH]c(=O)[nH]c2c1
    0%	3%	-2%	0%	-1%	9%	2%	-1%	-1%	5%

Screens: PubChem BioAssay, National Center for Advancing Translational Sciences (NCATS)

The order is random; any-hit rate near 13%.
